High-throughput results deposited in PubChem by National Center for Advancing Translational Sciences (NCATS).
IP6K1 inhibitor – IP6K1 kinase inhibition; IP6K1 kinase, ADP-Glo luminescence, 2 h; hits give low values; activity change, % (series mostly up to about 58 µM); actives 0.81% (n = 140,000); Q92551; AID 1645851; in the data active = activity change below about -25%
Target sequence (Q92551 whole entry, looked up): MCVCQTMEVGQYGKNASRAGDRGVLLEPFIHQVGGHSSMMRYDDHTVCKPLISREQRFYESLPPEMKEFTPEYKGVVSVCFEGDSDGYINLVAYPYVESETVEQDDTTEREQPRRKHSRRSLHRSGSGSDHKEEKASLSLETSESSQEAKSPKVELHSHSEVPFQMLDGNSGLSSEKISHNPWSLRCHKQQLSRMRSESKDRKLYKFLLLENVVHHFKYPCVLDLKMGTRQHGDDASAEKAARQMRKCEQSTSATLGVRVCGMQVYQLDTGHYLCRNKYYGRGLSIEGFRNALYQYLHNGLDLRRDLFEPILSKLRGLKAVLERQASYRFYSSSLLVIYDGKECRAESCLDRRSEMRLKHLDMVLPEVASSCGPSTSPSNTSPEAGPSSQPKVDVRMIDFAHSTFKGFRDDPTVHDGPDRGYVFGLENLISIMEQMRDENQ
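ADP-Glo luminescence measures ADP made by human IP6K1 during a 2 h RT reaction with ATP/IP6 (mix at 1.3 mM/130 uM); top library doses 57.5 and 19.1 uM final.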
HEK293 viab – cell viability loss counter-screen | HEK-293-SNCA-luc viability, GF-AFC fluorescence, 24 h | Potency, µM (top dose mostly 57.1 µM), for inactives: top-dose activity change, negative = cytotoxicity, actives largely listed as cytotoxic | actives 0.12% (n = 150,000) | AID 1671193;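 note: potency is the fitted concentration of half-maximal effect; 0% = DMSO-treated cells and -100% = medium-only wells without cells; nearly all actives have a fitted effect of over 30% in size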
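Cytotoxicity counterscreen: after 24 h compound treatment of genome-edited SNCA-luciferase HEK-293 cells, live-cell protease substrate GF-AFC read by fluorescence after 30 min; activity scaled between DMSO (0%) and medium-only (-100%), curves Hill-fitted.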
HEK293 tox – cytotoxic compounds in HEK 293 cells; HEK 293 viability, ATP luminescence (CellTiter-Glo), 48-72 h; Potency, µM (top dose mostly 115 µM), without a hit: at the highest dose activity change, negative = cytotoxicity, hits mostly inhibitors; actives 6.6% (n = 94,000); AID 1345083; note: potency is the fitted concentration of half-maximal effect; nearly all actives have a fitted effect of over 60% in size
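250 HEK 293 cells/well; compound by pintool; incubated 48 or 72 hr at 37 degree Celsius; CellTiter-Glo added, 10 min RT, luminescence imaged.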
GPT2 inhibitor – GPT2 alanine aminotransferase inhibition. actives 0.25% (n = 100,000). Recombinant GPT2, coupled pyruvate oxidase/HRP Amplex Red fluorescence. AID 1671188. Q8TD30. Potency, µM (top dose mostly 57.7 µM), for the others: at the highest dose activity change, negative = inhibition, most hits filed as inhibitors; note: potency is the fitted concentration of half-maximal effect; nearly all actives have a fitted effect of over 60% in size; many of its hits are not listed in these tables
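Fluorescence of coupled pyruvate oxidase/HRP/Amplex Red system (50uM Amplex, 30 min, dark) reports pyruvate formed by GPT2. Enzyme reaction: 10ng/uL GPT2, 2mM L-alanine, 250uM a-KG, 30 min room temperature, pH 7.5; 50uM AOA control.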
Luciferase inh – inhibitors of firefly (Photinus pyralis) luciferase. P08659. actives 2.5% (n = 76,000). Potency, µM (titrated, usually from 115 µM), without a hit: top-dose activity change, negative = inhibition, usual class: inhibitors. AID 1347043. purified P. pyralis luciferase, luminescence, biochemical; note: potency is the fitted concentration of half-maximal effect; nearly all actives have a fitted effect of over 65% in size
Target sequence (P08659 whole entry, looked up): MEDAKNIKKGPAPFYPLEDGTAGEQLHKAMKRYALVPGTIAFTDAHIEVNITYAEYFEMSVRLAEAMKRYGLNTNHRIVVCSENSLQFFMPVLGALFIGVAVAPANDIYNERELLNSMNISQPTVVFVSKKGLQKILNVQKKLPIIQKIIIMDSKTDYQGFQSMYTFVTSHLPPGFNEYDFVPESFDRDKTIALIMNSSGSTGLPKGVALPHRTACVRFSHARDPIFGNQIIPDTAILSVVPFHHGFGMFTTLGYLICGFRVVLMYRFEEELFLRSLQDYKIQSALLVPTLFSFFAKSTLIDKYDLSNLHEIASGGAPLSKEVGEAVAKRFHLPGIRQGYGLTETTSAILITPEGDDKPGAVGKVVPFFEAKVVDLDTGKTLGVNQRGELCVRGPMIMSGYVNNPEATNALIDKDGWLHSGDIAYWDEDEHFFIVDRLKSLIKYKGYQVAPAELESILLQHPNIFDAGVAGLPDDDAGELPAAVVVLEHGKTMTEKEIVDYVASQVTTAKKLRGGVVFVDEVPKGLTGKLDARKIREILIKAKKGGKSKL
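Inhibitors were tested against purified firefly luciferase in a biochemical, low-substrate format (both substrates at 10uM) and luminescence measured with a CCD imager.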
NIH3T3 tox – cytotoxic compounds in NIH 3T3 cells. actives 4.3% (n = 94,000). NIH 3T3 viability, CellTiter-Glo ATP luminescence, 48-72 h. AID 1345082. Potency, µM (series often up to 96.7 µM), for inactives: at the top dose activity change, negative = cytotoxicity, most hits filed as inhibitors; note: potency is the fitted concentration of half-maximal effect; nearly all actives have a fitted effect of over 55% in size
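Cytotoxicity is measured as loss of cellular ATP: NIH 3T3 cells (400/well) are exposed to compound for 48 or 72 hr at 37 °C, then CellTiter-Glo luminescence is imaged after 10 min at room temperature.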
SNCA expr inhib – SNCA gene expression inhibition; Potency, µM (doses to about 57.2 µM), for the others: at the highest dose activity change, negative = inhibition, most hits filed as inhibitors; HEK-293 SNCA-luciferase knock-in, luminescence, 24 h; actives 0.17% (n = 140,000); AID 1671194;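 note: potency is the fitted concentration of half-maximal effect; plate controls were DMSO cells for no effect and cell-free wells for full effect; nearly all actives have a fitted effect of over 45% in size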
* = called active by the depositor; i = inactive; ? = inconclusive; . = no result given; & = joins results of further samples; [ ] = dose if it differs, or a comment. Unless noted, calls come from the whole dose curve; as a rule, active = well fitted curve in the direction sought with a large enough effect; inconclusive = small, poorly fitted or top-dose-only effect, or another doubt; inactive = no such curve, though single readings can be large; an effect the other way counts as inactive or inconclusive. Unless noted, % is set by controls: 0 for no effect and ±100 for the full control effect. Only part of the results is shown; the hit share may differ from the screen's.

item | structure | IP6K1 inhibitor | HEK293 viab | HEK293 tox | GPT2 inhibitor | Luciferase inh | NIH3T3 tox | SNCA expr inhib
1 | O=C(NCc1ccccc1)C1CCCN(C2CCN(C(=O)c3ccoc3)CC2)C1 (stereo not given) | 5 | 6% | -8% | -15% | 6% | -12% | 4%
2 | CCC(=O)N1CCC(C2CCN(CCC(C)C)C2)CC1 (stereo not given) | 2 | -1% | 17% | i | -4% | -15% | -15%
3 | CN1CCN(C(CNC(=O)c2cccc(F)c2)c2ccc3c(c2)OCO3)CC1 (stereo not given) | 18 | -6% | . | . | . | . | 23%
4 | CCN(CC)C(=O)C(NC(=O)c1ccc(F)cc1)C1CCN(C(=O)CC(C)C)CC1 (stereo not given) | -13 | 2% | -35% | -4% | -8% | ? | -5%
5 | COc1ccc2c(c1)OCC(C(=O)N1CCCN(c3ncccn3)CC1)C2 (stereo not given) | 5 | -1% | -4% | 0%[11.5 µM] | -2% | -28% | -1%
6 | Cc1cccc(NC(=O)CN2C(=O)C(c3ccccc3)=NC23CCC(C)CC3)c1 (stereo not given) | -13 | -14% | . | . | . | . | ?
7 | O=C(c1ccc(Cl)cc1)N1CC2(CCCN2Cc2cccnc2)Cc2ccccc21 (stereo not given) | -12 | -16% | ? | 1% | . | ? | 5%
8 | COc1ccc(C(=O)N2CCC(N3C(=O)C(OC)C34CCOCC4)CC2)cc1F (stereo not given) | -5 | 2% | -14% | i | 1% | -14% | 15%
9 | CCOC(=O)c1c(C)[nH]c(C)c1S(=O)(=O)N(C)CC(=O)N1CCN(c2ccc(Cl)cc2)CC1 | 5 | 3% | . | . | . | . | -26%
10 | CCc1ccc(-c2nc(CN3CCCC(C(=O)NCc4ccccc4Cl)C3)c(C)o2)cc1 (stereo not given) | 5 | -9% | . | . | . | . | -11%
11 | COCC(=O)N1CCCC(C(=O)NCc2ccccc2OC)CCNC(=O)CC1 (stereo not given) | -3 | -13% | i | 1% | 0% | -12% | 32%[activator]
12 | Cc1ccc(-c2cc3c(=O)n(CCNC(=O)Cc4ccsc4)ccn3n2)c(C)c1 | 1 | -3% | ? | i | 8.9µM* | ? | 65%[activator]
13 | CSCC(=O)N1C[C@@H](NC(=O)Nc2cccc(SC)c2)C[C@H]1C(=O)N(C)CC(N)=O | -10 | 2% | -5% | i | -2% | -18% | 2%
14 | Cc1cccc(-c2noc(-c3ccccc3OCC(=O)Nc3ccccc3[N+](=O)[O-])n2)c1 | -11 | 13% | . | . | . | . | 18%
15 | O=C1NC2(CCN(Cc3ccsc3)C2)Oc2ccccc21 (stereo not given) | 1 | 6%[87.6 µM] | -29%[172 µM] | i | -23%[172 µM] | -27%[138 µM] | 74%[activator][87.6 µM]
16 | CCNC(=O)Nc1ccc(OCC(=O)NCc2ccc(N3CCOCC3)cc2)nc1 | 25 | 15% | 5% | i | -9% | -7% | 26%
17 | CCOc1cccc(C(=O)Nc2nnc(S(=O)(=O)N(C)c3ccc(C)cc3)s2)c1 | -4 | -5% | . | . | . | . | 8%
18 | COc1ccc(CNC(=O)CN(c2cc(C(F)(F)F)ccc2Cl)S(C)(=O)=O)cc1 | 18 | -1% | . | . | . | . | 3%
19 | Cc1ccc(Nc2ccnc(N3CC4CCC(C3)N4CC(F)(F)F)n2)cc1 | 27 | -14% | 40µM* | ? | . | 28µM* | -2%
20 | CC(C)c1ccc(CN2CC(CNC(=O)c3cnn(C)c3)C3(C2)CN(c2ccccc2)C3)cc1 (stereo not given) | 4 | 6% | 79µM* | i | -6% | ? | 7%
21 | CNC(=O)[C@@H](c1ccc(OC)cc1)N1CCC[C@H]1C(=O)N1CCOCC1 | -7 | 3%[87.6 µM] | 5%[172 µM] | -10%[88.5 µM] | 2%[172 µM] | -7%[138 µM] | -12%[87.6 µM]
22 | CC(C)CCNC(=O)CCC1CCCN(S(=O)(=O)c2cccc(F)c2)C1 (stereo not given) | 0 | 1% | 45µM* | 1% | . | ? | -1%
23 | COc1ccc(C2(C(=O)N[C@@H]3CN(c4ncccn4)C[C@H]3CN(C)C)CC2)cc1 | 8 | -9% | i | -12% | -1% | 3% | 3%
24 | CN(C)CCn1cc(-c2ccc(F)cc2)c(-n2cccc2)n1 | -1 | 29% | . | i | . | . | .
25 | O=C(O)C1CN(C(=O)c2csc(-c3cccs3)n2)CCO1 (stereo not given) | -1 | -2% | i | -3% | 2% | 5% | 4%
26 | Cc1cccc(-c2cn[nH]c2C2CCN(C(=O)c3ccc4nccnc4c3)CC2)c1 | 27 | -7% | ? | ? | -2% | ? | -16%
27 | CCCOc1ccccc1C(=O)N1CCc2onc(-c3ccccc3)c2C1 | 0 | -14% | ? | i | -13% | ? | 7%
28 | CC(C)(C)OC(=O)N1CC(Nc2cccc(C(F)(F)F)c2)C1 | -2 | -6% | ? | -19% | . | ? | -10%
29 | Cc1nn(-c2ccc(C(F)(F)F)cc2)c(C)c1[C@@H]1C=C[C@@H](NC(=O)COCC(=O)O)C1 | -1 | 7% | -1% | 1% | -9% | -1% | -1%
30 | CN1CCN(CCCNC(=O)c2ccc3nc(Cc4ccccc4)oc3c2)CC1 | 17 | -1% | . | . | . | . | -1%
31 | Cc1noc(C)c1[S+](=O)([O-])N1CCC(C(=O)C2CCC(N3Cc4cccn4C3=O)CC2)CC1 (stereo not given) | 20 | 9% | 1% | -1% | . | -13% | -13%
32 | O=C1NCc2ccccc2CC12CCN(Cc1cc(F)ccc1O)C2 (stereo not given) | -6 | 2% | -19% | -14% | . | -7% | -10%
33 | O=C(CCCCn1c(=O)c2ccccc2n(Cc2ccccc2F)c1=O)NCc1ccc2c(c1)OCO2 | -20 | 21% | . | . | . | . | 3%
34 | Cc1ccccc1CCNC(=O)c1ccc2c(c1)nc1n2CCCCC1 | 2 | 8% | . | . | . | . | -82%
35 | COc1ccc(CN2CCCC3(Cc4ccccc4CNC3=O)C2)c(OC)n1 (stereo not given) | 8 | -4% | ? | -4% | . | ? | 21%
36 | CNC(=O)[C@@H]1C[C@@H](n2cc(CNC(=O)Nc3cccc(Cl)c3)nn2)CN1 | 24 | 1% | 3% | i | 1% | i | -22%
37 | COC(=O)CC1C(=O)NCCN1C(=O)c1ccc2nc(C3CCCCC3)oc2c1 (stereo not given) | 8 | 8% | 3% | -22% | -12% | -7% | 2%
38 | Cc1ccc([S+](=O)([O-])c2nnn3c2nc(N2CCC(F)CC2)c2ccccc23)cc1C | 55 | 6% | -22% | -48% | . | -36% | 15%
39 | O=C(NC1C[C@H]2CC[C@@H](C1)N2C(=O)CC1CCCC1)c1ccc(F)cc1 (stereo not given in full) | -1 | -18% | ? | -4% | -13% | ? | -5%
40 | CC(=O)c1cccc(NC(=O)Nc2cc3c(cc2N2CCCC2)n(C)c(=O)n3C)c1 | 25 | -9% | . | . | . | . | 30%
41 | O=Cc1cccc(N2CCN(C(=O)N3CCOCC3)CC2=O)c1 | 21 | -3% | -5% | -11% | . | ? | 0%
42 | O=C(NCCc1ccccc1)c1ccc(Cn2c(SCc3ccccc3F)nc3cccnc32)cc1 | -4 | ? | . | . | . | . | 6%
43 | OC[C@H]1O[C@H](O[C@]2(CCl)O[C@H](CCl)[C@@H](O)[C@@H]2O)[C@H](O)[C@@H](O)[C@H]1Cl | 1&-6 | -5% | . | 5% | . | . | 10%[25.6 µM]
44 | CC(C(=O)NCc1nc2ccccc2n1C)C1CCOCC1 (stereo not given) | 12 | -3%[12.5 µM] | -5% | i | -13% | ? | 33%
45 | CN(C)C[C@@H]1CN(Cc2ccccn2)C[C@H]1NC(=O)c1ccc2cc[nH]c2c1 | 8 | 7% | ? | -12% | -1% | ? | -14%
46 | COc1ccc(CN2CC3(CCN(S(=O)(=O)c4c(C)nn(C)c4C)CC3)C2=O)cc1 | 8 | 2% | -13% | i | 2% | -31% | 24%
47 | CCOc1ccccc1CNC(=O)Cn1nc(C)c2nn(-c3ccc(Cl)cc3)c(C)c2c1=O | 8 | 0% | . | . | . | . | -9%
48 | Cc1ccc(-c2noc(-c3cc(-c4ccc(F)cc4)n[nH]3)n2)cc1 | 25 | -2% | . | . | . | . | 42%[activator]
49 | Cc1ccc2[nH]c3c(=O)n(CC(=O)N(C)c4cc(Cl)ccc4C)ncc3c2c1 | -2 | -13% | . | . | . | . | -5%
50 | O=C(C[C@@H]1O[C@H](CNC(=O)Nc2cccc(F)c2)[C@@H](O)[C@H]1O)Nc1ccccc1 | -4 | 3%[87.6 µM] | -15%[172 µM] | i | 13%[172 µM] | ? | 19%[87.6 µM]
51 | COc1ccc(-c2nnc3n2CCN(C(=O)Cc2ccccn2)C3)cc1 | -2 | -10% | -20% | i | -8% | -17% | 3%

Reprinted, compounds 1 to 13
item | structure | IP6K1 inhibitor | HEK293 viab | HEK293 tox | GPT2 inhibitor | Luciferase inh | NIH3T3 tox | SNCA expr inhib
1 | O=C(NCc1ccccc1)C1CCCN(C2CCN(C(=O)c3ccoc3)CC2)C1 (stereo not given) | 5 | 6% | -8% | -15% | 6% | -12% | 4%
2 | CCC(=O)N1CCC(C2CCN(CCC(C)C)C2)CC1 (stereo not given) | 2 | -1% | 17% | i | -4% | -15% | -15%
3 | CN1CCN(C(CNC(=O)c2cccc(F)c2)c2ccc3c(c2)OCO3)CC1 (stereo not given) | 18 | -6% | . | . | . | . | 23%
4 | CCN(CC)C(=O)C(NC(=O)c1ccc(F)cc1)C1CCN(C(=O)CC(C)C)CC1 (stereo not given) | -13 | 2% | -35% | -4% | -8% | ? | -5%
5 | COc1ccc2c(c1)OCC(C(=O)N1CCCN(c3ncccn3)CC1)C2 (stereo not given) | 5 | -1% | -4% | 0%[11.5 µM] | -2% | -28% | -1%
6 | Cc1cccc(NC(=O)CN2C(=O)C(c3ccccc3)=NC23CCC(C)CC3)c1 (stereo not given) | -13 | -14% | . | . | . | . | ?
7 | O=C(c1ccc(Cl)cc1)N1CC2(CCCN2Cc2cccnc2)Cc2ccccc21 (stereo not given) | -12 | -16% | ? | 1% | . | ? | 5%
8 | COc1ccc(C(=O)N2CCC(N3C(=O)C(OC)C34CCOCC4)CC2)cc1F (stereo not given) | -5 | 2% | -14% | i | 1% | -14% | 15%
9 | CCOC(=O)c1c(C)[nH]c(C)c1S(=O)(=O)N(C)CC(=O)N1CCN(c2ccc(Cl)cc2)CC1 | 5 | 3% | . | . | . | . | -26%
10 | CCc1ccc(-c2nc(CN3CCCC(C(=O)NCc4ccccc4Cl)C3)c(C)o2)cc1 (stereo not given) | 5 | -9% | . | . | . | . | -11%
11 | COCC(=O)N1CCCC(C(=O)NCc2ccccc2OC)CCNC(=O)CC1 (stereo not given) | -3 | -13% | i | 1% | 0% | -12% | 32%[activator]
12 | Cc1ccc(-c2cc3c(=O)n(CCNC(=O)Cc4ccsc4)ccn3n2)c(C)c1 | 1 | -3% | ? | i | 8.9µM* | ? | 65%[activator]
13 | CSCC(=O)N1C[C@@H](NC(=O)Nc2cccc(SC)c2)C[C@H]1C(=O)N(C)CC(N)=O | -10 | 2% | -5% | i | -2% | -18% | 2%
